# Screening results as filed in PubChem BioAssay.
# Pol iota inh: blocks human DNA polymerase iota activity | actives 1% (n = 390,000) | Pol iota fluorescent replication assay, 10 min | Q9UNA4 | Potency, µM (series often up to 115 µM), inactives show at the top dose activity, negative = inhibition, hits mostly inhibitors
#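 Fluorescent replication assay read twice, at 0 min and 10 min after adding 50 nM (final) substrate. Enzyme (10 nM) and compounds were first incubated 15 min at room temperature; enzyme-free buffer wells were negative controls.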
# Pol kappa inh: blocks human DNA polymerase kappa activity. Q9UBT6. purified Pol kappa, fluorescent DNA synthesis assay, 10 min. Potency, µM (series often up to 107 µM), for the others: at the highest dose activity, negative = inhibition, usual class: inhibitors. actives 0.53% (n = 400,000); note: % is set by controls: 0 for no effect and ±100 for the full control effect
#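 10 nM Pol kappa preincubated 15 min at room temperature with compounds, then reaction started with substrate at 50 nM final. Fluorescence read kinetically at 0 and 10 min; buffer-only wells served as negative control.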
# Pol beta inh: blocks human DNA polymerase beta activity | actives 1.3% (n = 340,000) | P06746 | Pol beta primer extension/strand displacement, fluorescence kinetic | Potency, µM (top dose mostly 114 µM), for the others: at the highest dose activity change, negative = inhibition, most hits filed as inhibitors; note: % is set by controls: 0 for no effect and ±100 for the full control effect
#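 Kinetic readout of DNA synthesis with strand displacement by Pol beta. Compound and 10 nM enzyme sit 15 min at room temperature; 50 nM substrate starts the reaction, read immediately and at 10 min.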
# APEX1 inh: APE1 (human) endonuclease inhibition | Potency, µM (series often up to 65.8 µM), inactives show at the top dose activity change, negative = inhibition, usual class: inhibitors | recombinant APE1, TAMRA/BHQ-2 abasic DNA cleavage fluorescence | P27695 | actives 0.35% (n = 350,000);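 note: plate controls were vehicle for no effect and reference inhibitor for full effect; nearly all actives have a fitted effect of over 55% in size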
#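 Compound pre-exposure to 0.75 nM APE1, 15 min at ambient temperature. Reaction initiated with 50 nM TAMRA/BHQ-2 THF substrate, read immediately in kinetic mode, 525 nm excitation, 598 nm emission.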
# BAZ2B inh: BAZ2B (human) inhibition; Q9UIF8; AlphaScreen BAZ2B-H3K14Ac peptide displacement; Potency, µM (highest dose often 114 µM), inactives show top-dose activity change, negative = inhibition, most hits filed as inhibitors; actives 4.4% (n = 360,000); AID 504333; note: % is set by controls: 0 for no effect and ±100 for the full control effect; nearly all actives have a fitted effect of over 60% in size
#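 Inhibition is scored as reduced AlphaScreen emission. The BAZ2B/b-H3(5-23)K14Ac complex (50 nM each) in PBS pH 7.4, 0.01% Tween-20 meets compound (up to 110 uM) for 30 min at RT before bead addition.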
# BLM helicase inh: blocks DNA unwinding by human BLM helicase. P54132. recombinant BLM DNA unwinding, fluorescence dequenching. Potency, µM (series often up to 56.1 µM), for inactives: at the top dose activity change, negative = inhibition, usual class: inhibitors. actives 0.2% (n = 350,000);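 note: plate controls were vehicle for no effect and no enzyme for full effect; nearly all actives have a fitted effect of over 35% in size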
# POLH inh: blocks human DNA polymerase eta activity. Q9Y253. actives 1.2% (n = 390,000). AID 588591. Potency, µM (titrated, usually from 114 µM), without a hit: at the highest dose activity change, negative = inhibition, usual class: inhibitors. recombinant Pol eta, fluorescent DNA replication assay; note: % is set by controls: 0 for no effect and ±100 for the full control effect
#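 Pol eta at 10 nM preincubated with compounds 15 min at room temperature; reaction started with fluorescent substrate (50 nM final) and read kinetically at 0 and 10 min.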
# JMJD2A Tudor: JMJD2A Tudor domain (human) inhibition; AlphaScreen JMJD2A-Tudor / H3K4me3 peptide binding; Potency, µM (titrated, usually from 114 µM), inactives show at the top dose activity change, negative = inhibition, most hits filed as inhibitors; O75164; actives 4.4% (n = 390,000); note: % is set by controls: 0 for no effect and ±100 for the full control effect; nearly all actives have a fitted effect of over 50% in size
# Target sequence (O75164 whole entry, looked up, the tested form may be a part): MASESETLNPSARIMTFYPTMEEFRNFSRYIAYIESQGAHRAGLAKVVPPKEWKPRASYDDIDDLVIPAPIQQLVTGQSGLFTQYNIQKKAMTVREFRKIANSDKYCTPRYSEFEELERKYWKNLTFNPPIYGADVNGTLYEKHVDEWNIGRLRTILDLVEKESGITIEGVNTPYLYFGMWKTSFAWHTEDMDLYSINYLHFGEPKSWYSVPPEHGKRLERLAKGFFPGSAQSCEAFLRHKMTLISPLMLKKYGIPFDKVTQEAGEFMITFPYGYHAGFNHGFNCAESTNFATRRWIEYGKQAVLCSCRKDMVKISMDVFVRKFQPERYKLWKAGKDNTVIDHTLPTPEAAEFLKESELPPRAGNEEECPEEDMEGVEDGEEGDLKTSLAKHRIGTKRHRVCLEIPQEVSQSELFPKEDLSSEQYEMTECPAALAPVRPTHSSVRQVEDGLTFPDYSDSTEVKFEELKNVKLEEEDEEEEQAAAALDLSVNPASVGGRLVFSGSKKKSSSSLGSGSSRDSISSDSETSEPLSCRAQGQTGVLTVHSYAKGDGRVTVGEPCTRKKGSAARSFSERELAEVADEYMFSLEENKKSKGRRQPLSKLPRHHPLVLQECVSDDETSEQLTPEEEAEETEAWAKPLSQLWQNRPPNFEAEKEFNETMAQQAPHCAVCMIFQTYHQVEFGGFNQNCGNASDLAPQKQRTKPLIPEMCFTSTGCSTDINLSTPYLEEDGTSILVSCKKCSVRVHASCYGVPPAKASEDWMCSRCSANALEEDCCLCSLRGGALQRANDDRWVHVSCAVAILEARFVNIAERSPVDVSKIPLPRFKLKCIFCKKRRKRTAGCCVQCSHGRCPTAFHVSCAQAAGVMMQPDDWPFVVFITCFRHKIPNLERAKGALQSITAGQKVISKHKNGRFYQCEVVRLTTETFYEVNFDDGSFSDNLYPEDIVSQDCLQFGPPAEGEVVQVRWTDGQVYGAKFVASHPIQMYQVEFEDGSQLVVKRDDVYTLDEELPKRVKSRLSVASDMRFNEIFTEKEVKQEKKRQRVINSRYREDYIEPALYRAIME
# G9a inh: G9a (human) methyltransferase inhibition | Q96KQ7 | G9a H3K9 monomethylation, AlphaScreen, 2 h | Potency, µM (highest dose often 102 µM), for inactives: at the top dose activity, negative = inhibition, actives largely listed as inhibitors | actives 8.8% (n = 350,000) | AID 504332; note: % is set by controls: 0 for no effect and ±100 for the full control effect; nearly all actives have a fitted effect of over 75% in size
#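 Methyltransferase reactions run at room temperature for 2 h (20 nM enzyme, 500 nM biotin-H3K9 peptide, 20 uM SAM) after a 15 min compound preincubation; product detected by AlphaScreen beads and anti-H3K9me1 antibody.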
# * marks the source's active call; other numbers are inactive results; ? = inconclusive; / = no result given; & = joins results of further samples; [ ] = another dose, or the depositor's remark. Calls come from the whole dose curve; as a rule, active = well fitted curve in the direction sought with a large enough effect; inconclusive = small, poorly fitted or top-dose-only effect, or another doubt; inactive = no such curve, though single readings can be large; an effect the other way counts as inactive or inconclusive. Potency is the fitted concentration of half-maximal effect. Some of the compounds tested; rates above refer to the full screens.
SMILES,Pol iota inh,Pol kappa inh,Pol beta inh,APEX1 inh,BAZ2B inh,BLM helicase inh,POLH inh,JMJD2A Tudor,G9a inh
COc1ccccc1CNC(=O)c1ccc2c(=O)n3c(nc2c1)CCCCC3,9%,4%,6%,9%,-17%,3%,-15%,-12%,-3%
COc1cccc2cc(C(=O)C3=C(O)C(=O)N(CCN(C)C)C3c3ccc(F)cc3)oc12 (stereo not given),0%,-6%,?,5%,-11%,0%,?,-31%,50µM*
Cc1ccc(C(=O)N/C(=C/c2ccccc2)C(=O)NC(Cc2ccccc2)C(=O)O)cc1 (stereo not given),0%,-23%,?,4%,-5%,0%,-17%,-7%,4%[59 µM]
CC(=O)C1C(c2ccccc2Cl)NC(=O)NC1(O)C(F)(F)F (stereo not given),-15%,9%,8%,-3%,2%,3%,-5%,-12%,13%
c1ccc2c(c1)Sc1ccccc1-n1cnnc1-2,-6%,-9%,39%,17%,11%,4%,-5%,-2%[11.4 µM],21%[59 µM]
Cc1cc(N2CCN(C)CC2)nc2ccc(NC(=O)Nc3cccc(Cl)c3)cc12,-5%,-7%,9%,/,-5%[57.1 µM],-18%,-22%,-19%,?
O=c1cnnc(N/N=C/c2ccccn2)[nH]1,?,13%,1%,1%,8.9µM*,-2%,13%,3.2µM*,32%
COc1cccc(-n2cc(C(=O)Nc3ccccc3C(N)=O)c3ccccc3c2=O)c1,30%,-8%,1%,/,-24%,-3%,-10%,-29%,-33%[59 µM]
CCN1C(=O)/C(=C2\SC(=S)N(CC3CCCO3)C2=O)c2ccccc21 (stereo not given),/,/,?,-1%,10µM*,-1%,/,/,4µM*
CCn1c(CNC(=O)c2ccc(OC)cc2)nnc1SCC(=O)Nc1ccccc1,10%,-3%,8%,/,-6%,0%,-10%,-15%,-2%[59 µM]
O=C(NCC1COc2ccccc2O1)c1cccc(S(=O)(=O)NCc2ccccc2)c1 (stereo not given),9%,-20%,/,-6%,7%,/,-18%,-22%,7%[12.7 µM]
O=C(CSc1nnc(-c2ccccc2)o1)c1ccc2c(c1)OCCO2,-6%,-13%,1%,-4%,-1%,-1%,-12%,1%,9%
Cc1cc(C)c(N(CC(=O)NCc2ccccc2)C(=O)c2csnn2)c(C)c1,22%,4%,0%,72%,1%,-3%,-13%,-5%,1%[59 µM]
CC(=O)c1ccc(OCc2ccc(Oc3c(Cl)cccc3[N+](=O)[O-])cc2)cc1,71%[activator],-3%,18%,3%,-13%,-9%,-11%,?,9%[59 µM]
CC(C(=O)O/N=C(\N)c1ccccn1)c1ccc([N+](=O)[O-])cc1 (stereo not given),20%,-4%,3%,42%,56µM*,0%,-12%,-7%,?
CN(C(=O)CSc1nnc(-c2ccco2)o1)C1CCCCC1,26%,-4%,15%,?,-37%,-1%,-15%,-11%,-33%[59 µM]
Cc1ccc(C)c(Cn2c(=O)cc(C(F)(F)F)c3c(C)nn(C)c32)c1,32%[activator],-9%,1%,/,60%[activator],-8%,-22%,70%[activator],58%[activator][59 µM]
O=C(CN1CCN(c2ccc([N+](=O)[O-])cc2)CC1)c1ccccc1,148%[activator],-4%,?,16%,-26%,-3%,-15%,?,7.1µM*
C(#Cc1ccc2c(c1)COc1c3ccccc3nn1-2)c1ccccc1,?,-3%,/,17%,-18%,/,-14%,-11%,-3%[2.33 µM]
COc1cccc(/C=C/c2nc(C#N)c(NCCc3ccccc3)o2)c1,-8%,-5%,8%,/,-18%,0%,-10%,-2%,-22%[59 µM]
CCOC(=O)c1c(C)[nH]c(C)c1S(=O)(=O)NCC(=O)NCc1ccc(C)cc1,10%,-3%,1%,/,-2%,2%,-9%,-18%,4%[59 µM]
O=C(CSc1nnc2ccccn12)Nc1ccc(N2CCOCC2)cc1,-18%,0%,/,8%,/,/,-9%,-12%,/
COc1ccc(S(=O)(=O)N(C)CC(=O)Nc2ccccc2SC)cc1,1%,-3%,3%,-7%,38%[activator],-4%,1%,-5%,72%[activator][59 µM]
Cc1ccsc1/C=N/n1c(C2CCCCC2)n[nH]c1=S,8%,3%,25%,2%,6%,1%,-8%,?,1.4µM*
O=C(c1ccco1)N1c2ccccc2Sc2ccccc21,17%,-6%,2%,-5%,42%[activator],-10%,-3%,0%,?

# Next part, starting with the last 2 of the part before.
SMILES,Pol iota inh,Pol kappa inh,Pol beta inh,APEX1 inh,BAZ2B inh,BLM helicase inh,POLH inh,JMJD2A Tudor,G9a inh
Cc1ccsc1/C=N/n1c(C2CCCCC2)n[nH]c1=S,8%,3%,25%,2%,6%,1%,-8%,?,1.4µM*
O=C(c1ccco1)N1c2ccccc2Sc2ccccc21,17%,-6%,2%,-5%,42%[activator],-10%,-3%,0%,?
NC(=O)C1CCN(C(=O)COc2ccc(Nc3ccccc3)cc2)CC1,39%,0%,13%,-10%,?,-3%,-21%,?,?
O=C(O)Cn1cnc2c(OCc3ccccc3)ncnc21,-7%,8%,/,21%,/,/,4%,-9%,/
CC1CCCC(C)N1C(=O)CN1C(=O)NC2(CCOc3ccccc32)C1=O (stereo not given),-1%,-10%,/,3%,4%,/,-9%,3%,-30%
Cc1sc(NC(=O)COc2ccc(C(C)(C)C)cc2)c(C(=O)OC(C)C)c1C,8%,-7%,17%,/,5%,-10%,-14%,-8%,-2%[59 µM]
Cc1ccc(C(=O)COC(=O)CN2C(=O)C3C4C=CC(C4)C3C2=O)cc1[N+](=O)[O-] (stereo not given),66%[activator],3%,-8%,65%[activator],17%,0%,-17%,-15%,-9%
COc1ccc(CNC(=O)COC(=O)C2=Cc3ccccc3OC2)cc1,?,-3%,/,/,/,/,?,?,/
COc1ccc(NC(=O)c2ccco2)cc1NC(=O)COc1ccccc1[N+](=O)[O-],168%[activator],-13%,7%,20%,1%,-12%,-22%,-8%,16%
COCC1CCCN(C(=O)c2cc(COc3cncc(Cl)c3)on2)C1 (stereo not given),1%,1%,12%,-6%,-6%,1%,-11%,4%,37%
CC(=O)[C@H]1[C@H](C#N)CC2C3CC=C4C[C@@H](O)CCC4(C)C3CCC21C (stereo not given in full),/,-2%[60.1 µM],/,-1%,/,2%,/,/,27%[59 µM]
Cn1c(NC(=O)/C=C\c2ccccc2)cc(=O)n(C)c1=O,22%,7%,-17%,10%,/,1%,-3%,-11%,7%
COc1ccc(C2=Nc3ccccc3C2(O)CCN2C(=O)c3ccccc3C2=O)cc1 (stereo not given),-11%,-2%,/,/,/,/,1%,?,/
CC(=O)N1CCOc2cc(S(=O)(=O)NCc3ccc(C)cc3)c(Cl)cc21,-15%,-7%,3%,/,-2%,-10%,-6%,-21%,5%[59 µM]
CCOCc1nnc(NC(=O)c2ccc(OC)cc2)s1,0%,-7%,1%,16%,11%,-16%,7%,-1%,10%[59 µM]
Cc1ccc(-c2[nH]n3c(=O)c4c(nc3c2C)CCCC4)cc1,40%,-9%,19%,2%,-1%,-1%,-5%,3%,5%[12.7 µM]
CCCCc1nnc(NC(=O)c2ccc(N3CCCC3=O)cc2)s1,10%,-6%,/,2%,9%,/,-11%,2%,13%[59 µM]
COC(=O)c1ccc(CN2CCCC(C(=O)c3ccccc3OC)C2)cc1 (stereo not given),21%,7%,5%,5%,8%[0.457 µM],1%,-15%,-5%,/
Cc1noc(C)c1S(=O)(=O)Nc1ccc(C(=O)NC2CCCCC2)cc1,-2%,-19%,38%,-11%,-37%,-2%,3%,-9%,16%[0.501 µM]
O=C1CCN(CCc2ccccc2)CCN1[C@H](CSc1ccccc1)c1ccccc1,15%&-13%,0%&-5%,-4%,-13%,?,-7%,-21%,?,/
Cc1cc(C(=O)Nc2ccccc2C)c2ccccc2n1,39%[activator],-5%,-17%,-11%,?,4%,-17%,-17%,22%[0.501 µM]

# As entered above.
# CC1CCCC(C)N1C(=O)CN1C(=O)NC2(CCOc3ccccc32)C1=O (stereo not given) | Pol iota inh: -1%
# O=C(O)Cn1cnc2c(OCc3ccccc3)ncnc21 | POLH inh: 4%

# Entries of single compounds as entered above. Screens in order: Pol iota inh	Pol kappa inh	Pol beta inh	APEX1 inh	BAZ2B inh	BLM helicase inh	POLH inh	JMJD2A Tudor	G9a inh
# Listed for O=C(CN1CCN(c2ccc([N+](=O)[O-])cc2)CC1)c1ccccc1 : 148%[activator]	-4%	?	16%	-26%	-3%	-15%	?	7.1µM*
# Listed for NC(=O)C1CCN(C(=O)COc2ccc(Nc3ccccc3)cc2)CC1 : 39%	0%	13%	-10%	?	-3%	-21%	?	?
# Listed for CCN1C(=O)/C(=C2\SC(=S)N(CC3CCCO3)C2=O)c2ccccc21 (stereo not given) : /	/	?	-1%	10µM*	-1%	/	/	4µM*

# A draw from above in order of count of non-hydrogen atoms, rising:
SMILES,Pol iota inh,Pol kappa inh,Pol beta inh,APEX1 inh,BAZ2B inh,BLM helicase inh,POLH inh,JMJD2A Tudor,G9a inh
COCC1CCCN(C(=O)c2cc(COc3cncc(Cl)c3)on2)C1 (stereo not given),1%,1%,12%,-6%,-6%,1%,-11%,4%,37%
CC(=O)c1ccc(OCc2ccc(Oc3c(Cl)cccc3[N+](=O)[O-])cc2)cc1,71%[activator],-3%,18%,3%,-13%,-9%,-11%,?,9%[59 µM]
CCn1c(CNC(=O)c2ccc(OC)cc2)nnc1SCC(=O)Nc1ccccc1,10%,-3%,8%,/,-6%,0%,-10%,-15%,-2%[59 µM]
